Source: PubChem BioAssay
Casp7 inh: allosteric or competitive inhibitors of human caspase-7; P55210; recombinant caspase-7, Ac-DEVD-AFC fluorescence rate; Potency, µM (highest dose often 57.5 µM), without a hit: at the top dose activity change, negative = inhibition, usual class: inhibitors; 0.02% of 75,000 active; AID 889; active = well fitted inhibition curve with a large enough effect in the main read-out, with a control signal flat, not every such curve was filed as active; inconclusive = small, poorly fitted or top-dose-only effect, or a change in a side signal; also: potency is read from the fitted curve at half-maximal effect; % of control where 0% means no effect
Target sequence (P55210 24-198 limits assumed): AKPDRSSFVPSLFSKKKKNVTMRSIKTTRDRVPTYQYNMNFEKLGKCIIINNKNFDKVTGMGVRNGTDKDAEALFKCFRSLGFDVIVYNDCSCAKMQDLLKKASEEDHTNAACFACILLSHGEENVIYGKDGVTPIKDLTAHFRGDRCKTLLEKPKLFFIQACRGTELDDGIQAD
Target sequence (P55210 207-303 limits assumed): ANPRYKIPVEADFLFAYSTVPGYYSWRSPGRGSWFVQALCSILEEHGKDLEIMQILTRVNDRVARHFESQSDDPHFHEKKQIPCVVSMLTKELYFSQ
USP2a inh: USP2a (human) protease inhibition; 0.1% of 60,000 active; O75604; USP2a enzymatic assay, qHTS inhibition; AID 927; Potency, µM (titrated, usually from 38.3 µM), inactives show at the highest dose activity change, negative = inhibition, usual class: inhibitors;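 also: potency is read from the fitted curve at half-maximal effect; nearly all actives have a fitted effect of over 60% in size; plate controls were DMSO for no effect and NEM full inhibition control for full effect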
Target sequence (O75604 whole entry, looked up): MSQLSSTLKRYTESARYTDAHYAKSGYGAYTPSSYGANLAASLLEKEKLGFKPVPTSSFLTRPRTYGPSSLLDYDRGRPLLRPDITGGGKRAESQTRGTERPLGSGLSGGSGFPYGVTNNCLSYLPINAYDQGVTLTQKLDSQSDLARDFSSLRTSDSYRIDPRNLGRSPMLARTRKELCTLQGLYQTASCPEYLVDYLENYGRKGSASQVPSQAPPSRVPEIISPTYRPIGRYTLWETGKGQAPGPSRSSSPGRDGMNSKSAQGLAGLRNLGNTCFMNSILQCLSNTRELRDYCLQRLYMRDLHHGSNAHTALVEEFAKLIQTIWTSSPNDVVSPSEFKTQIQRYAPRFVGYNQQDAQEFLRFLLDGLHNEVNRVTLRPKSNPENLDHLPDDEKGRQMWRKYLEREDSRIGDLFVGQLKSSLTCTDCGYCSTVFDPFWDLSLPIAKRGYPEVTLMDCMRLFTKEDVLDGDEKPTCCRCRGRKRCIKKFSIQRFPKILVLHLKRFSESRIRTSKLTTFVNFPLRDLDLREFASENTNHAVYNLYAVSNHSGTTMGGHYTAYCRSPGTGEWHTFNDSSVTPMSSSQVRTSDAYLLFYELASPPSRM
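USP2 core (20 nM final) was preincubated with compound for 30 min at RT in 20 mM Tris-HCl pH 8.0, 2 mM CaCl2, 2 mM beta-mercaptoethanol; Ub-PLA2 (20 nM) plus NBD C6-HPC (20 uM) then added, fluorescence read after 2.5 h.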
HADH2 inhib: blocks human hydroxyacyl-CoA dehydrogenase type II; Q99714; recombinant HADH2, NADH fluorescence, beta-hydroxybutyryl-CoA; Potency, µM (series often up to 57.1 µM), inactives show top-dose activity change, negative = inhibition, hits mostly inhibitors; 3.4% of 73,000 active; AID 886; also: potency is read from the fitted curve at half-maximal effect; % is scaled to controls: 0 for no effect and ±100 for the full control effect; nearly all actives have a fitted effect of over 60% in size; many of its hits are not listed in these tables
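Read-out: 360 nm excitation, 450 nm emission, kinetic over 4 min. Conditions: His-tagged human HADH2 20 nM, pH 9.0 Tris with Tween-20, 1 mM NAD+, 90 uM beta-hydroxybutyryl-CoA.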
HEK293 cAMP ctrl: parental HEK293 cAMP activation (counter-screen) | parental HEK293 CNG cAMP sensor, membrane potential fluorescence | Potency, µM (doses to about 57.1 µM), without a hit: top-dose activation, most hits filed as activators | 2.5% of 73,000 active | AID 938; also: potency is read from the fitted curve at half-maximal effect; % of control where 0% means no effect; nearly all actives have a fitted effect of over 55% in size
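Parental HEK 293 cells stably expressing a modified CNG channel (no TSHR) report cAMP rise as membrane depolarization. Membrane potential dye with 100 uM RO 20-1724 was loaded for 60 min at room temperature, then compound added for 30 min; fluorescence read at 590 nm.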
Tau fil binding: binds recombinant human tau filaments; Potency, µM (doses to about 57.1 µM), for inactives: at the highest dose activity change, negative = inhibition; recombinant tau filaments, thioflavin S fluorescence, 15 h; filaments grown with octadecylsulfate alongside compound; 2% of 71,000 active; P10636; AID 596;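 also: potency is read from the fitted curve at half-maximal effect; % is scaled to controls: 0 for no effect and ±100 for the full control effect; actives lower thioflavin S fluorescence by blocking filaments or displacing dye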
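Tau 2 uM in ThS buffer dispensed; compound added; 60 uM ODS added (finals 1 uM tau, 30 uM ODS); 15 h 37 C; fluor ex450/em510.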
Pol III holo inh: DNA polymerase III holoenzyme inhibition. reconstituted DNA polymerase III holoenzyme replication, biochemical. Potency, µM (top dose mostly 57.1 µM), for inactives: at the highest dose activity change, negative = inhibition. 0.25% of 71,000 active. AID 603; also: potency is read from the fitted curve at half-maximal effect; % is scaled to controls: 0 for no effect and ±100 for the full control effect
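Reconstituted *E. coli* holoenzyme (0.35 nM Pol III, 1 nM beta, 154 nM SSB, 2 nM primase) was preincubated with compound for 15 min at RT. Synthesis on 1.4 nM ssM13Gori ran 35 min, then was stopped with PicoGreen/EDTA and read as dsDNA fluorescence.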
Rhodamine fluor: compound autofluorescence in rhodamine spectral region | max dye-equivalent concentration, M | 0.05% of 59,000 active | Rhodamine-region fluorescence, 547/598 nm, Tris buffer; active compounds read high; in the data active = max dye-equivalent concentration above about 11 nM; inconclusive = between about 1.1 nM and that limit
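qHTS spectral profiling of compounds without any target or enzyme present, in pH 8.0 Tris buffer; plates were read after a 15-minute room-temperature incubation using the rhodamine-region filter set.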
BRCT PPI green: BRCA1 BRCT-phosphoprotein interaction inhibition; P38398; BRCA1 BRCT-phosphopeptide binding, green fluorescence polarization; Potency, µM (titrated, usually from 76.9 µM), for inactives: at the top dose activity change, negative = inhibition, hits mostly inhibitors; 0.05% of 75,000 active;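 also: potency is read from the fitted curve at half-maximal effect; plate controls were peptide without protein for full effect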
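Fluorescence polarization: His-tagged BRCT (~35 kDa BRCA1 C-terminus, 250 nM) bound to 100 nM fluorescein-labeled phosphorylated 10-aa BACH1 peptide, pH 7.3 phosphate buffer with DTT and Tween 20. Compounds incubated 12 min at room temperature; inhibition read as lowered polarization.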
BRCT inh red: disrupts BRCA1 BRCT binding to phosphoprotein, red fluorophore readout. P38398. BRCT-phosphopeptide binding, red fluorescence polarization. Potency, µM (doses to about 76.9 µM), for inactives: at the top dose activity change, negative = inhibition, usual class: inhibitors. 0.03% of 75,000 active; also: % is scaled to controls: 0 for no effect and ±100 for the full control effect
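Fluorescence polarization: 100 nM His-tagged BRCA1 BRCT with 100 nM TAMRA-labelled phospho-BACH1 decapeptide, phosphate buffer pH 7.3 with 150 mM NaCl, DTT, 0.01% Tween 20; 12 min RT. Binding inhibition seen as FP decrease.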
Casp1 inh: caspase-1 (human) inhibition, allosteric or competitive; P29466; Caspase-1 enzyme, Ac-WEHD-AFC fluorogenic rate; Potency, µM (series often up to 57.5 µM), for the others: at the highest dose activity change, negative = inhibition, hits mostly inhibitors; 0.03% of 75,000 active;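 also: potency is read from the fitted curve at half-maximal effect; plate controls were vehicle for no effect and no substrate for full effect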
15-hLO inh: blocks human 15-lipoxygenase activity; P16050; purified 15hLO-1, xylenol orange hydroperoxide absorbance; Potency, µM (doses to about 57.1 µM), for the others: at the highest dose activity change, negative = inhibition, hits mostly inhibitors; 1.4% of 74,000 active; also: potency is read from the fitted curve at half-maximal effect; % is scaled to controls: 0 for no effect and ±100 for the full control effect; nearly all actives have a fitted effect of over 55% in size
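Purified human 15hLO-1 (40 nM final) in 25 mM Hepes pH 7.5, 0.01% Triton X-100 was preincubated with compound 15 min at room temperature, then reacted 6 min with 50 uM arachidonic acid; hydroperoxide detected by Fe-XO, 573/405 nm absorbance ratio.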
Numbers without * were called inactive; i = inactive; ? = inconclusive; · = not tested or not shown; & = joins results of further samples; ! = a repeat was not active; [ ] = remark or other dose. Unless noted, calls follow the shape of the dose curve; as a rule, active = well fitted curve in the direction sought with a large enough effect; inconclusive = small, poorly fitted or top-dose-only effect, or another doubt; inactive = no such curve, though single readings can be large; an effect the other way counts as inactive or inconclusive.

The first four compounds, ahead of the listing:
SMILES | Casp7 inh | USP2a inh | HADH2 inhib | HEK293 cAMP ctrl | Tau fil binding | Pol III holo inh | Rhodamine fluor | BRCT PPI green | BRCT inh red | Casp1 inh | 15-hLO inh
c1ccc(-c2nnc(CSc3nncs3)o2)cc1 | -2% | 9% | 1% | 5% | -18% | 3% | i | -0.8% | -1.6% | -1% | -1%
O=C(Nc1ccc2c(c1)OCO2)C1CCN(Cc2cnn(-c3ccccc3)c2-n2cccc2)CC1 | -1% | 46%[activator] | 1% | 5% | 5% | -2% | i | -0.2% | -0.3% | 1% | -18%
Cc1ccc(C)c(-n2c(CNC(=O)c3ccco3)nnc2SCC(=O)Nc2nccs2)c1 | 4% | 8% | 2% | 1% | -4% | -8% | i | -2.0% | -0.4% | -1% | 3%
CCn1c(=Nc2ccc(N3CCOCC3)cc2)ccc2ccccc21 | 1% | -1% | 8% | -10% | ? | -5% | i | -1.7% | -0.9% | 4% | 11%

This part in full (from the top)
SMILES | Casp7 inh | USP2a inh | HADH2 inhib | HEK293 cAMP ctrl | Tau fil binding | Pol III holo inh | Rhodamine fluor | BRCT PPI green | BRCT inh red | Casp1 inh | 15-hLO inh
c1ccc(-c2nnc(CSc3nncs3)o2)cc1 | -2% | 9% | 1% | 5% | -18% | 3% | i | -0.8% | -1.6% | -1% | -1%
O=C(Nc1ccc2c(c1)OCO2)C1CCN(Cc2cnn(-c3ccccc3)c2-n2cccc2)CC1 | -1% | 46%[activator] | 1% | 5% | 5% | -2% | i | -0.2% | -0.3% | 1% | -18%
Cc1ccc(C)c(-n2c(CNC(=O)c3ccco3)nnc2SCC(=O)Nc2nccs2)c1 | 4% | 8% | 2% | 1% | -4% | -8% | i | -2.0% | -0.4% | -1% | 3%
CCn1c(=Nc2ccc(N3CCOCC3)cc2)ccc2ccccc21 | 1% | -1% | 8% | -10% | ? | -5% | i | -1.7% | -0.9% | 4% | 11%
CO/N=C(\C(=O)N[C@@H]1C(=O)N2C(C(=O)O)=C(COC(C)=O)CS[C@@H]12)c1csc(N)n1 | 2%[25.7 µM] | -6%[17.1 µM] | 13µM*! | 4%[25.6 µM] | 2%[25.6 µM] | -9%[25.6 µM] | i | -2.1%[34.4 µM] | -1.4%[34.4 µM] | -2%[25.7 µM] | 7%[25.6 µM]
CCN(CC)S(=O)(=O)c1cccc(C(=O)Nc2ccccc2)c1 | 0% | 7% | -7% | ? | 4% | -4% | i | 1.8% | -1.1% | -2% | -2%
CC(C)(Oc1ccc([C@@H]2CC2(Cl)Cl)cc1)C(=O)O | 0%[25.7 µM] | -12%[17.1 µM] | -2%[25.6 µM] | ? | -14%[25.6 µM] | -4%[25.6 µM] | i | -0.3%[34.4 µM] | 0.6%[34.4 µM] | -1%[25.7 µM] | 5%[25.6 µM]
CCCC(=O)c1c(C)c2ccccc2n1C | -1% | -9% | 1% | ? | 3% | -2% | · | -0.5% | 0.1% | -1% | 15%
CCCOc1ccc(C2c3c(oc4cc(C)c(C)cc4c3=O)C(=O)N2CCCN2CCOCC2)cc1 (stereo not drawn) | -4% | · | -2% | 1% | 21% | -8% | · | 2.8% | 1.9% | -3% | -6%
CC(CN(C)Cc1ccccc1)OC(=O)c1cccs1 (stereo not drawn) | 5% | 1% | 6% | ? | -7% | -4% | i | -1.0% | -0.6% | 3% | -3%
COc1ccccc1-c1cc(N)n[nH]1 | 1% | 6% | -2% | 2% | 11% | -1% | i | 0.9% | -1.0% | 0% | 24%
O=CN(Cc1ccco1)C1(C(=O)NC2CCCCC2)CCCCC1 | 6% | -4% | 4% | -2% | 3% | 3% | i | -0.4% | 1.1% | 1% | 12%
O=C(CSc1nnc(Cc2ccccc2)o1)NCc1ccco1 | 1% | 10% | -4% | 4% | -7% | 2% | i | 0.3% | -0.2% | -1% | 8%
Cc1nc2ccccc2c(=O)n1CCCO | 2% | -3% | 6% | ? | -7% | 7% | · | -1.8% | -1.2% | -4% | 7%
COc1ccccc1CNC(=O)c1ccc(NS(C)(=O)=O)cc1 | -1% | 3% | 0% | 2% | -12% | 2% | i | -0.1% | 0.4% | 1% | -5%
NC(N)=NC(N)=Nc1cccc(Cl)c1 | 0%&2% | 1% | 1%&-5% | 10%&5% | ? | 2%&5% | i | 0.0%&-1.4% | -1.0%&-0.1% | 0%&1% | 3%[25.6 µM]
C=C1CSc2nc(=O)c3c4c(sc3n21)CCC4 | 1% | -1% | -5% | -7% | 26% | -2% | · | 2.9% | -2.1% | -5% | 3%
Clc1ccc(C2=Nn3c(nnc3-c3cccnc3)SC2)s1 | -1% | 8% | -5% | -7% | -2% | 0% | i | -2.5% | -0.4% | 1% | -4%
Clc1ccc(Cn2c(CN3CCCC3)nc3ccccc32)cc1 | 0%[25.7 µM] | 15%[17.1 µM] | 16%[25.6 µM] | ? | -8%[25.6 µM] | -2%[25.6 µM] | i | -1.6%[34.4 µM] | -1.5%[34.4 µM] | 0%[25.7 µM] | 28%[25.6 µM]
C=CCn1c(SCc2cc(=O)n3ccsc3n2)nc2sc(C)c(C)c2c1=O | -4% | 13% | ? | 10% | -9% | -3% | i | 1.2% | -2.9% | 1% | -29%
COC(=O)c1cc(C)sc1NC(=O)CCCC(=O)O | 0% | -2% | 7% | 12% | -3% | -4% | i | -1.4% | 0.1% | -1% | -2%
CN1CCN(C(c2ccc(F)cc2)c2nnnn2Cc2cccs2)CC1 (stereo not drawn) | 4% | · | 3% | 16% | -4% | -3% | i | -0.9% | 1.0% | -1% | -1%
CC(=O)N1CCN(Cc2ccc(Br)s2)CC1 | 2% | · | -5% | 26% | · | · | · | -2.8% | 1.8% | -4% | 8%
CCC(=O)N1CCN(CCN=Cc2c(O)n(C3CCCCC3)c(=O)n(C3CCCCC3)c2=O)CC1 | -1% | · | -11% | -11% | · | · | · | -1.3% | 1.5% | -4% | -12%
CC(=O)Nc1cc(-c2ccccc2)ccc1O | -2% | -1% | -5% | -4% | 14% | 0% | i | -1.6% | -1.6% | 2% | -7%
CCOc1ccc(N2CC(C(=O)Nc3ccccc3F)CC2=O)cc1 (stereo not drawn) | 4% | 3% | -1% | 2% | 3% | -5% | i | -1.4% | -0.9% | 2% | 3%
COc1ccc(CN(C(=O)CSc2nnc(-c3ccccc3F)o2)c2ccc(F)cc2)cc1 | 0% | -8% | 4% | ? | 22% | 3% | i | -3.8% | -2.7% | -3% | -13%
Oc1ccc(-c2csc(Nc3cccnc3)n2)cc1 | 1% | -6% | -8% | -1% | 0% | -7% | i | -1.3% | 0.7% | -1% | -7%
Cc1cc(C)n(C(=O)CN2C(=O)COc3ccccc32)n1 | 0% | 0% | -6% | 7% | -2% | 2% | i | -0.6% | 0.6% | 1% | 0%
CCCN1C[C@@H](CSC)C[C@H]2c3cccc4[nH]cc(c34)C[C@@H]21 | -1% | -20% | 4% | 11% | 59% | 0% | i | -1.9% | -1.3% | 0% | -3%
O=C(CCCC(=O)N(CC(=O)NC1CCCCC1)Cc1ccco1)Nc1ccccn1 | 1% | 7% | 5% | ? | 8% | -1% | i | -0.7% | -0.8% | 0% | -4%
N#CC1=C(N)N(c2ccccc2)C(c2ccco2)C1(C#N)C#N (stereo not drawn) | 0% | 3% | -16% | 0% | -11% | -7% | i | -2.5% | -1.5% | -2% | -6%
COc1cc(CNC(=O)OCC(C)C)cc(OC)c1OC | 0% | 4% | -2% | 7% | -7% | -1% | · | -0.3% | -0.2% | -2% | 10%
c1ccc(-n2ncc3c(NCc4ccco4)ncnc32)cc1 | 1% | -3% | -10% | 11% | -5% | -2% | i | -6.2% | -1.4% | 1% | ?
Cc1cccc2c(=O)cc(C)n(CC(=O)N3CCOCC3)c12 | 0% | -3% | 14% | -2% | 10% | -4% | i | 0.9% | -2.3% | 1% | 6%
CC1CCCN(C(=O)C2CCN(CCCc3ccccc3)CC2)C1 (stereo not drawn) | 1% | -1% | 10% | 21% | -20% | -6% | i | -1.2% | 0.5% | -3% | -4%
O=C(Nc1nc(-c2ccncc2)cs1)c1ccco1 | -19% | 6% | ? | -4% | 13µM* | -6% | i | -1.8% | -5.2% | -3% | -12%
Nc1ccc(Cl)c(NC(=O)c2cccs2)c1 | 0% | 16% | ? | 5% | -26% | -7% | i | -0.2% | -0.2% | -1% | 2%

These rows are one share of the data; count on the stated rates, not on these rows.
